From PubChem BioAssay
T cell HTS: T cell immune modulation candidate; 2C CD8+ T cell-vesicle binding, flow cytometry; active compounds read low; calls only at 7 µM; 0.068% of 330,000 active; AID 2052;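 active = response, share of CD8 T cells binding vesicles, and their 90th percentile fluorescence all below set limits, cut at about 80% in these data, passing the limit was not always enough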
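material = purified 2C TCR transgenic mouse naive CD8+ T cells | controls = Unloaded micro-vesicles (low), QL9 vesicles with 0.7% DMSO (high) | detection = cytometric PE anti-B7-1 and Alexa647 anti-CD8 signals after 1% paraformaldehyde fixation | incubation = binding step 1.5 h, 37 °C, antibody labelling 20 min, ice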
RSV antiviral HEp-2: inhibition of RSV-induced cytopathic effect – HEp-2 cells, primary 10 µM value included (AID 2391); HEp-2 cells, RSV-induced CPE inhibition; higher % means a stronger effect; CPE inhibition, % at 10 µM; hits with a dose series show IC50 in µM; 0.13% of 310,000 active; in the data active = a potency from the dose series; inconclusive = CPE inhibition mostly from about 23% at the one dose, without a potency; inactive = the rest, 99 in 100 with CPE inhibition below about 21%; note: strong numbers were not always called active
M17LAP inhibition: P. falciparum M17LAP inhibitors, primary screen, biochemical, fluorogenic H-Leu-NHMec substrate, 1536-well (AID 1619) | 0.38% of 220,000 active | recombinant M17LAP, H-Leu-NHMec fluorogenic kinetic assay; higher % means a stronger effect | inhibition, % at 30 µM; hits with a dose series show IC50 in µM;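 active = compound inhibiting the enzyme by more than half at any dose during confirmatory dose-response retesting; inconclusive = strong single-dose inhibitors picked by rank but not retested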;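 note: plate controls were full reaction with DMSO carrier for no effect and no enzyme background for full effect; strong numbers were not always called active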
human PMI inhibitors: MPI inhibition at elevated mannose 6-phosphate – biochemical, fluorescence intensity, high mannose 6-phosphate, primary screen (AID 1220); recombinant PMI enzyme, coupled fluorescence intensity; higher % means a stronger effect; inhibition, % at 20 µM, or IC50 in µM where a hit was titrated; 0.66% of 190,000 active
West Nile virus CPE: West Nile virus antiviral activity, cell-based, CPE readout (AID 1621). West Nile virus-infected cells, CPE inhibition; higher % means a stronger effect. CPE inhibition, % at 10 µM; hits with a dose series show IC50 in µM. 0.02% of 290,000 active; in the data active = a potency from the dose series; inconclusive = CPE inhibition mostly from about 3.7% at the one dose, without a potency; inactive = the rest, 99 in 100 with CPE inhibition below about 2.2%; note: strong numbers were not always called active
UTI89 phage lysis: protection from phage-mediated lysis, alamar blue read-out – E. coli UTI89, K1F phage, bacterial capsule biogenesis inhibitors (AID 488966). one-dose inhibition, % at 100 µM; IC50 in µM for titrated hits. E. coli UTI89 K1F phage lysis, alamar blue, 2 h; higher % means a stronger effect. 0.02% of 340,000 active;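 active = phage lysis inhibition, versus mean bacterial control, above a set limit; inconclusive = no clear call, values can overlap the other calls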;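 note: capsule biogenesis inhibitors block K1F phage lysis so surviving cells raise fluorescence; higher fluorescence means more inhibition of phage lysis; actives were called in the ten point dose series up to 300 µM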
PMI inhibitors: inhibitors of human PMI, primary screen, biochemical, fluorescence intensity, coupled assay (AID 1209); 0.42% of 190,000 active; purified PMI enzyme, coupled fluorescence intensity; higher % means a stronger effect; inhibition, % at 20 µM; hits with a dose series show IC50 in µM;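 note: plate controls were DMSO vehicle for no effect and wells lacking substrate for full effect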
TNAP activators: human TNAP enzyme activators, primary screen, biochemical, luminescent, no phosphate acceptor, uHTS (AID 1001); one-dose activation fold at 20 µM; EC50 in µM for titrated hits; 0.03% of 200,000 active; purified TNAP, luminescent activation assay, no phosphate acceptor; higher activation fold means a stronger effect; in the data active = activation fold from about 3, or a potency from the dose series; inactive = the rest, 99 in 100 with activation fold below about 1.6; note: many of its hits are not listed in these tables
P. falciparum M1AAP: malaria alanyl aminopeptidase activity blockers – biochemical, fluorogenic H-Leu-NHMec substrate, 1536-well (AID 1445); recombinant M1AAP, H-Leu-NHMec fluorogenic kinetic assay; higher % means a stronger effect; one-dose inhibition, % at 30 µM; IC50 in µM for titrated hits; 0.42% of 220,000 active;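 active = primary inhibition above the hit cutoff, then over 50% inhibition at one or more dose response concentrations, cut at about 23% in these data, passing the limit was not always enough; inconclusive = conflicting primary data, or primary hits not chosen for dose response; inactive = low primary inhibition, or under 50% at every dose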;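 note: plate controls were DMSO full reaction for no effect and no enzyme background for full effect; strong numbers were not always called active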
T cell HTS vesicle-bound %: further read-out of T cell HTS, marked with its call; double positive events, %; measured here: CD8+ vesicle-bound cell fraction;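 binding gate set so that unloaded-vesicle control wells show 10% double positive cells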
The depositor's hits bear a star; i = inactive; u = inconclusive; x = not tested or not shown; [ ] = remark or other dose. Cut-off read from the data, not from the text of the source, unless noted: active = inhibition above about 50%; inactive = the rest. This is a random part of the collection; about 1.5% have a hit in one of these screens.

SMILES	T cell HTS	T cell HTS vesicle-bound %	RSV antiviral HEp-2	M17LAP inhibition	human PMI inhibitors	West Nile virus CPE	UTI89 phage lysis	PMI inhibitors	TNAP activators	P. falciparum M1AAP
CCC(=O)Nc1c(C)nn(-c2ccc(C)c(C)c2)c1C	i	37	1.2%	-5%	1%	-1.3%	0.4%	2%	1.1	0%
COc1cc(NC(=O)CCNS(=O)(=O)c2cc(Br)cnc2N)cc(OC)c1	i	38	1.1%	x	x	-0.4%	0.8%	x	x	x
COc1cc(C(c2nnnn2C(C)(C)C)N2CCN(c3nc4ccccc4s3)CC2)ccc1O (stereo not drawn)	i	16	2.0%	6%	31%	u	1.8%	26%	1.1	7%
CC(C)[C@H](NC(=O)c1ccccc1)C(=O)OCC(=O)N1CC(=O)Nc2ccccc21	i	33	1.1%	-12%	5%	1.9%	0.3%	14%	1	-3%
CCOC(=O)c1ccccc1NC(=S)N1CCCCC1	i	0	0.1%	-10%	9%	-0.6%	5.4%[50 µM]	9%	1	7%
CCN(CC)C(=O)C12CC3CC(CC(Br)(C3)C1)C2	i	27	4.4%	-3%	-9%	0.9%	-0.1%	-25%	1.1	-1%
CSc1c(CC(=O)Nc2ccccc2)n(C)c2ccccc12	i	60	u	x	x	-1.6%	0.3%	x	x	x
CCCCN(CC)CCCNC(=O)c1ccc2c(c1)N(CC)C(=O)c1ccccc1S2(=O)=O	i	46	0.8%	x	x	-0.8%	0.0%	x	x	x
COc1cccc2sc(Nc3nnc(-c4cccs4)o3)nc12	i	14	0.2%	-21%	-20%	u	0.7%	-27%	1.1	2%
COc1ccc(-c2nn(-c3ccccc3)cc2C#N)cc1	i	19	1.3%	-1%	-8%	0.1%	0.3%	-5%	1.1	0%
CN(C)S(=O)(=O)N1CCN(C(=O)c2ccccc2Cl)CC1	i	27	1.7%	-8%	2%	0.4%	-3.1%	0%	1	-6%
CN(C)Cc1nc2c([nH]1)c(=O)n(C)c(=O)n2C	i	47	3.6%	-1%	18%	0.2%	-0.4%	18%	1.1	0%
Cc1ccc(C)c2sc(NC(=O)c3ccc(N4C(=O)CCC4=O)cc3)nc12	i	30	1.4%	-7%	-11%	0.1%	0.3%	-11%	1.1	3%
COCc1cc(=O)[nH]c(Sc2c(-c3ccccc3)c3ccc(Cl)cc3[nH]c2=O)n1	i	41	4.3%	41%	5%	2.0%	-0.5%	11%	1.1	18%
COc1cc(/C=C2/C(=N)N3C(SC)=NSC3=NC2=O)ccc1OC(=O)c1ccco1	i	56	1.7%	x	x	0.4%	i	x	x	x
CCN(CC)S(=O)(=O)c1ccc(OC)c(NC(=O)c2cn(CC)c3nc(C)ccc3c2=O)c1	i	32	-0.8%	4%	3%	0.5%	2.8%	3%	1	4%
COC(=O)Cc1ccc(NC(=O)c2ccccc2Cl)cc1	i	54	1.2%	-3%	-4%	0.0%	-0.1%	1%	1.1	1%
O=C(Nc1ccc2c(c1)oc1ccccc12)c1ccncc1	i	22	21%	5%	10%	-0.7%	0.9%	11%	1	-2%
N=C1S/C(=C\c2cn[nH]c2-c2ccc(F)cc2)C(=O)N1c1ccccc1F	i	52	44%	-2%	2%	0.8%	1.2%[50 µM]	15%	1.7	2%
O=C1CNC(=S)N1c1nc2ccccc2s1	i	21	-1.7%	1%	x	-0.1%	0.7%	x	x	16%
O=C1CC2(CCCCC2)Oc2ccc(O)cc21	i	33	1.8%	14%	-1%	0.2%	-1.1%	4%	1.2	-7%
Cc1ccc(OC(=O)c2ccc(C)c([N+](=O)[O-])c2)cn1	i	7	0.3%	-5%	10%	0.5%	-0.2%	0%	1.1	-6%
CCN(CC)CCN1C(=O)C(=O)/C(=C(/O)c2ccc(S(=O)(=O)N3CCOCC3)cc2)C1c1ccc(C)cc1 (stereo not drawn)	i	21	1.0%	x	x	0.9%	0.9%	x	x	x
Cc1nn(C)cc1/C=N/NC(=O)CSc1ccccn1	i	37	x	8%	x	0.5%	0.4%	x	x	8%
COc1ccc(-c2csc(C)n2)cc1OC	i	16	2.9%	4%	-5%	1.4%	0.8%	-6%	1	4%
O=C(Nc1ccc(F)cc1)C1CCCN(c2cnccn2)C1 (stereo not drawn)	i	9	0.2%	x	x	-0.5%	0.1%	x	x	x
CCC(c1nnc(SCC(=O)Nc2ccc(C(=O)N(C)C)cc2)n1Cc1ccccc1)N(C)C (stereo not drawn)	i	26	0.7%	x	x	-0.2%	-1.5%[50 µM]	x	x	x
Cc1onc(-c2ccccc2)c1C(=O)NC(C)CCc1ccccc1 (stereo not drawn)	i	29	0.7%	x	x	-0.8%	0.1%	x	x	x
Cc1ccc(S(=O)(=O)NCc2cccnc2)s1	i	39	-0.1%	-3%	10%	0.1%	-2.4%[50 µM]	8%	1.1	-4%
O=C(NCCCc1ccccc1)c1cncc(Br)c1	i	13	2.5%	x	x	1.3%	0.1%	x	x	x
COC(=O)c1ccccc1C(=O)c1cccc2ccccc12	i	55	2.8%	x	x	-0.1%	-0.3%	x	x	x
C#CCOCCOCCOCCNc1nc(N2CCN(C(=O)C(Cc3ccc(O)cc3)n3cc(C(N)CC(C)C)nn3)CC2)nc(N2CCN(C(=O)C(Cc3cc4ccccc4[nH]3)n3cc(C(N)Cc4ccc(O)cc4)nn3)CC2)n1 (stereo not drawn)	i	46	-0.4%	3%	-20%	-0.3%	x	-19%	1.8	2%
Cc1c(C(=O)N(Cc2ccccc2)C2CCS(=O)(=O)C2)oc2ccccc12 (stereo not drawn)	i	26	0.6%	x	x	-0.7%	0.7%	x	x	x
Cc1c(/C(O)=C2\C(=O)C(=O)N(CCN(C)C)C2c2ccco2)cnn1-c1ccccc1 (stereo not drawn)	i	40	1.4%	8%	-11%	-0.3%	0.5%	-6%	1.1	12%
Cc1ccc(-n2nc(C)c3c(C)c(CCC(=O)NC(C)c4ccccc4)c(C)nc32)cc1 (stereo not drawn)	i	44	2.4%	-2%	-9%	-0.4%	-0.4%	-9%	1.2	2%
Cc1cc(-n2nc(C)cc2C)n2ncc(-c3ccccc3)c2n1	i	23	5.1%	0%	9%	0.8%	-0.2%	-3%	1.1	7%
Cc1ccc(NC(=O)CCS(=O)(=O)c2ccc3nc(C)sc3c2)cc1	i	44	0.3%	x	x	-0.7%	1.5%	x	x	x
CCOC(=O)C1CCCN(C(=O)/C=C/c2cccc([N+](=O)[O-])c2)C1 (stereo not drawn)	i	53	1.5%	4%	-6%	0.9%	-0.1%	-13%	0.9	5%
Cc1ccc(-c2nc3ccccc3[nH]2)cc1N	i	36	3.2%	-22%	7%	-0.8%	-1.2%	7%	1.1	7%
CCOC(=O)COc1cc2c3c(c(=O)oc2cc1C)CCCC3	i	22	5.3%	5%	3%	1.1%	0.9%	7%	1.1	0%

An excerpt of these results, as labelled records.
Cc1cc(-n2nc(C)cc2C)n2ncc(-c3ccccc3)c2n1
  T cell HTS: i
  T cell HTS vesicle-bound %: 23
  RSV antiviral HEp-2: 5.1%
  M17LAP inhibition: 0%
  human PMI inhibitors: 9%
  West Nile virus CPE: 0.8%
  UTI89 phage lysis: -0.2%
  PMI inhibitors: -3%
  TNAP activators: 1.1
  P. falciparum M1AAP: 7%

Cc1ccc(NC(=O)CCS(=O)(=O)c2ccc3nc(C)sc3c2)cc1
  T cell HTS: i
  T cell HTS vesicle-bound %: 44
  RSV antiviral HEp-2: 0.3%
  M17LAP inhibition: x
  human PMI inhibitors: x
  West Nile virus CPE: -0.7%
  UTI89 phage lysis: 1.5%
  PMI inhibitors: x
  TNAP activators: x
  P. falciparum M1AAP: x

CCOC(=O)C1CCCN(C(=O)/C=C/c2cccc([N+](=O)[O-])c2)C1 (stereo not drawn)
  T cell HTS: i
  T cell HTS vesicle-bound %: 53
  RSV antiviral HEp-2: 1.5%
  M17LAP inhibition: 4%
  human PMI inhibitors: -6%
  West Nile virus CPE: 0.9%
  UTI89 phage lysis: -0.1%
  PMI inhibitors: -13%
  TNAP activators: 0.9
  P. falciparum M1AAP: 5%

(continued)
SMILES	T cell HTS	T cell HTS vesicle-bound %	RSV antiviral HEp-2	M17LAP inhibition	human PMI inhibitors	West Nile virus CPE	UTI89 phage lysis	PMI inhibitors	TNAP activators	P. falciparum M1AAP
COc1ccc(NC(=O)C2CCC(C(C)(C)C)CC2)cc1S(=O)(=O)N1CCCCC1 (stereo not drawn)	i	40	6.1%	5%	4%	-1.7%	-0.7%	15%	1.1	2%
CCOC(=O)c1c(NC(=O)CSc2nnnn2C)sc(C(=O)N(C)C)c1C	i	8	5.8%	7%	12%	0.4%	0.8%	4%	1.1	6%
CC1=NN(c2ccc(C(=O)O)cc2)C(=O)CC1	i	42	1.7%	x	x	-0.3%	0.4%	x	x	x
CC[C@H](C)[C@H](NC(N)=O)C(=O)Nc1ccc(OC)c(Cl)c1	i	6	-1.9%	-5%	16%	-0.6%	0.0%	5%	1	7%
Cc1ccc(NC(=O)C2=CCN(S(=O)(=O)c3ccc(F)cc3)CC2)c(C)c1	i	45	0.5%	1%	-7%	x	-2.5%	-11%	1.1	-3%
COc1ccc(S(=O)(=O)Cc2ccc(C(=O)NCCCN(C)c3ccccc3)o2)cc1	i	27	0.6%	3%	3%	-1.3%	-0.4%	0%	1	8%
O=C(O)CCC(=O)Nc1ccc(C(=O)OC2CCCCC2)cc1	i	7	1.1%	16%	7%	1.2%	1.8%	2%	1	13%
CCOCCCNS(=O)(=O)Cc1ccccc1	i	16	0.7%	4%	5%	0.2%	0.3%	6%	1.1	-2%
COc1ccccc1CNN	i	26	1.8%	2%	-115%	-0.1%	2.3%	-64%	1	18%
COc1ccc(OC)c(C(=O)COC(=O)c2cccnc2Cl)c1	i	20	0.6%	13%	1%	-0.3%	0.9%[50 µM]	-4%	1.1	1%
Cc1cc2cc(CCNC(=O)CCc3ccccc3)c(=O)[nH]c2cc1C	i	28	1.8%	x	x	0.3%	-1.1%	x	x	x
Cc1ccc(N2CCN(S(=O)(=O)c3c(C)noc3C)CC2C)cc1 (stereo not drawn)	i	34	3.7%	x	x	0.0%	0.3%	x	x	x
CCCCN=C(N)/C(C(=O)OCC)=C(\O)c1ccc(OC)cc1	i	13	0.3%	8%	2%	-0.1%	0.0%	-1%	1.1	4%
CCOc1c(C=C(C#N)C#N)c2ccccc2n1CC	i	8	6.0%	12%	-49%	-0.7%	3.3%	-24%	1.1	10%
